GC-B act: GC-B (human) receptor activation | P20594 | HEK293-GC-B cells, CNP EC30, cGMP TR-FRET; 0% at EC30 CNP, 100% saturating CNP | activation, % at 10 µM | 370,000 compounds, 0.11% hits | AID 1920062;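 active means activation at 10 µM reaching about 35% in either raw or pattern-adjusted values, limit read from the data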
mABHD4 FP: inhibits mouse alpha/beta hydrolase domain 4; purified mABHD4, FP-Rh probe fluorescence polarization; 370,000 compounds, 0.54% hits; inhibition, % at 8.92 µM;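 active means inhibition exceeding the mean over every tested compound plus 3 SD, cut at about 30% in these data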;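 further: 0% = plate median of compound wells and 100% = S159A mutant with DMSO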
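Assay system: mABHD4 protein; medium: HEPES pH 7.0, NaCl, Pluronic buffer; dosing: 8.92 µM, single dose; schedule: 45 min + 60 min at 25 °C; signal: FP readout, ex 525 nm / em 598 nm; read-out: normalized percent inhibition of probe labeling; repeats: single replicate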
MBD2 inh: MBD2-methylated oligo binding inhibition; TR-FRET, MBD2 binding to methylated oligonucleotide; 370,000 compounds, 0.31% hits; inhibition, % at 4.4 µM; in the data active means inhibition above about 13%
rCAG binder: r(CAG) repeat RNA binding; TO-PRO-1 dye displacement fluorescence; AID 651821; inhibition, % at 3 µM; 370,000 compounds, 1.3% hits;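 active means inhibition above the plate cutoff, the mean of all test compounds on that plate plus 3 SD, cut at about 35% in these data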;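 further: 0% = DMSO alone and 100% = 100 µM mitoxantrone as full dye displacement; higher means more dye released from RNA so lower well fluorescence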
TCR CD3 inh: blocks the human TCR-CD3 interaction | 360,000 compounds, 0.37% hits | inhibition, % at 9.4 µM | TAMRA-labeled TCR probe fluorescence, biochemical; in the data active means inhibition above about 19%;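 further: recombinant mutant TCR 2C K166C tagged with TAMRA read by polarization; 0% = receptor in buffer alone and 100% = receptor with positive control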
PRMT1 FP inh: inhibitors of human PRMT1; recombinant PRMT1, activity-based probe fluorescence polarization; inhibition, % at 2.79 µM; 370,000 compounds, 1.3% hits;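 active means inhibition above about 21% made by adding two undisclosed values, limit read from the data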
HTRA1 inhibitor: blocks human HTRA1 serine peptidase; Q92743; recombinant HTRA1, FP-rhodamine activity-based probe, fluorescence polarization; inhibition, % at 5.96 µM; 340,000 compounds, 0.5% hits; AID 504803; in the data active means inhibition above about 36%;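 further: 0% = enzyme with DMSO and 100% = wells lacking enzyme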
UHRF1 binding: UHRF1 methyl-DNA binding inhibition | 370,000 compounds, 0.75% hits | inhibition, % at 4.4 µM | UHRF1 binding to methylated oligo, TR-FRET; in the data active means inhibition above about 21%;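 further: UHRF1 SRA domain binding a hemimethylated CpG hairpin DNA probe; 0% = median of test compound wells and 100% = reference inhibitor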
GC-A act: GC-A (human) enzyme activation. P16066. HEK293 GC-A cells, cGMP TR-FRET, EC30 ANP; 0% at EC30 ANP, 100% saturating ANP. activation, % at 10 µM. 370,000 compounds, 0.14% hits; in the data active means activation above about 40%
Target sequence (P16066 whole entry, looked up): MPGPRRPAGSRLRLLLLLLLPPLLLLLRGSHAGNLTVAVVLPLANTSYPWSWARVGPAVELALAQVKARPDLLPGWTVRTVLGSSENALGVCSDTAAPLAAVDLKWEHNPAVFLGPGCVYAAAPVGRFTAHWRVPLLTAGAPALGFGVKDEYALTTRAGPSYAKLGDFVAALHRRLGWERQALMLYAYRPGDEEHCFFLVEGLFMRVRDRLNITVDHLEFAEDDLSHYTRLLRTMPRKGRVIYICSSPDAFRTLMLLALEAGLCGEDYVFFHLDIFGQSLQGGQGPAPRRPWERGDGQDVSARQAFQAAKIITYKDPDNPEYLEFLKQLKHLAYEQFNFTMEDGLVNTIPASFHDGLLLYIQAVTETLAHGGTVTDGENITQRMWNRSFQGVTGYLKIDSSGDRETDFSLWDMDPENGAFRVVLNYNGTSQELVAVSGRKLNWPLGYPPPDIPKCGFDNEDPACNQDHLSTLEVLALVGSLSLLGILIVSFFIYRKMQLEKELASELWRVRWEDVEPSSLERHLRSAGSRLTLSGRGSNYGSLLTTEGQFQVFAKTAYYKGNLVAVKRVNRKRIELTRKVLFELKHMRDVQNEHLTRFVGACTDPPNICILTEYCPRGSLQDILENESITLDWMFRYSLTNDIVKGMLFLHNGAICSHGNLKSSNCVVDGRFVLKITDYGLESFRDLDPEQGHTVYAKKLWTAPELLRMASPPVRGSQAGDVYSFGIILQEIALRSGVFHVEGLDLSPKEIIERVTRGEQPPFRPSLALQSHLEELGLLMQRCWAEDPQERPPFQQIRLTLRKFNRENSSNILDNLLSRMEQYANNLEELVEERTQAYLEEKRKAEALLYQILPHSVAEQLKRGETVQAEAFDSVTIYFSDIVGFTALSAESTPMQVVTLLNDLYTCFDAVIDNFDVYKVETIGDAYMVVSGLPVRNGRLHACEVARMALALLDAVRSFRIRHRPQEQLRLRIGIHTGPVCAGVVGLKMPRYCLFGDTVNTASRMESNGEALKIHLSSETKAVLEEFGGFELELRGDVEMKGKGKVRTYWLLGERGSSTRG
SIAE inh: human SIAE inhibition, primary screen | Q9HAT2 | SIAE FP-Rh probe binding, fluorescence polarization | inhibition, % at 9.66 µM | 370,000 compounds, 0.69% hits;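 active means inhibition above a cutoff: mean of compounds within the control limits plus 3 SD of those, cut at about 17% in these data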;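 further: 0% = plate median of compound wells and 100% = probe without SIAE protein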
* hit, by the source's call; . = no result given. The list is partial. The share of hits here may be higher or lower than overall.

1: COc1ccc2[nH]c(CN3CCC(CO)(CCOc4ccccc4)CC3)c(C)c2c1
2: COc1ccccc1-c1sc2ccccc2c1-c1ccc(O)cc1
3: O=C(CCN1N=C(c2ccccc2)CCC1=O)NCC1CCCO1 (stereo unspecified)
4: S=C(NCC1CCCCC1)Nc1ccc(Oc2ccccc2)cc1
5: O=C1C2=C(CCCC2)C(=O)N1CNc1ccccc1
6: O=C(COc1ccccc1Cl)Nc1ccccc1C(=O)N1CCOCC1
7: CC(C)(C)NC(=O)CSc1nc(N)c(-c2ccccc2)c(=O)[nH]1
8: N#Cc1nn(-c2ccccc2)nc1N1CCCCC1

assay / entry	1	2	3	4	5	6	7	8
GC-B act	-4	23	-5	6	-3	-3	3	-7
mABHD4 FP	5	-17	-2	-23	14	0	-1	-5
MBD2 inh	6	1	2	-3	-3	-6	6	6
rCAG binder	-6	11	-1	3	-1	-5	-1	-1
TCR CD3 inh	6	-1	-3	-4	9	-4	-1	1
PRMT1 FP inh	-1	2	-3	3	1	6	4	1
HTRA1 inhibitor	3	0	0	-35	-5	7	0	-6
UHRF1 binding	-2	-1	2	2	2	1	1	12
GC-A act	-3	-5	2	7	0	2	-2	-5
SIAE inh	3	-1	10	-11	4	2	-5	-3

Part of the list above, as tab-separated lines.
no.	SMILES	GC-B act	mABHD4 FP	MBD2 inh	rCAG binder	TCR CD3 inh	PRMT1 FP inh	HTRA1 inhibitor	UHRF1 binding	GC-A act	SIAE inh
8	N#Cc1nn(-c2ccccc2)nc1N1CCCCC1	-7	-5	6	-1	1	1	-6	12	-5	-3
1	COc1ccc2[nH]c(CN3CCC(CO)(CCOc4ccccc4)CC3)c(C)c2c1	-4	5	6	-6	6	-1	3	-2	-3	3
3	O=C(CCN1N=C(c2ccccc2)CCC1=O)NCC1CCCO1 (stereo unspecified)	-5	-2	2	-1	-3	-3	0	2	2	10
6	O=C(COc1ccccc1Cl)Nc1ccccc1C(=O)N1CCOCC1	-3	0	-6	-5	-4	6	7	1	2	2
4	S=C(NCC1CCCCC1)Nc1ccc(Oc2ccccc2)cc1	6	-23	-3	3	-4	3	-35	2	7	-11

(list continues)
9: CC(=O)Oc1ccc2c3c(c(=O)oc2c1C)CCCC3
10: O=C(O)c1ccc(S(=O)(=O)N2CCCCCCC2)cc1
11: C=CCN(Cc1cccs1)C(=O)COc1ccc2c(c1)OCO2
12: CC(C)N(C(=O)NC(=O)Nc1ccc(S(=O)(=O)N2CCCC2)cc1)S(C)(=O)=O
13: COc1ccccc1CC(NC(C)=O)C(=O)NC1CCN(C(=O)Nc2ccccc2C)CC1 (stereo unspecified)
14: COCCCNc1ccn2nc(-c3ccc(CC(C)C)cc3)cc2n1
15: N#Cc1cnn2ccn(C3OC(CO)C(O)C3O)c12 (stereo unspecified)
16: O=C(CSc1nc2ncc(Cl)cc2[nH]1)N1CCOCC1

assay / entry	9	10	11	12	13	14	15	16
GC-B act	0	2	1	2	1	-5	0	-1
mABHD4 FP	-7	-1	2	-15	-8	-17	-2	2
MBD2 inh	0	-3	-3	-2	5	1	-1	0
rCAG binder	1	2	1	11	-1	2	0	2
TCR CD3 inh	0	1	0	4	9	5	1	-7
PRMT1 FP inh	2	-5	4	-2	-2	-1	-3	5
HTRA1 inhibitor	-2	1	0	-16	4	.	8	7
UHRF1 binding	0	1	-2	3	0	1	0	4
GC-A act	2	1	0	0	3	-2	0	-4
SIAE inh	-5	3	5	-13	-4	3	6	0

17: COc1ccc(-c2nnn(CC(=O)NCc3ccccc3)n2)cc1OC
18: CCCOc1ccc(CNC(=O)C2CCN(C(=O)N3CCOc4ccccc43)CC2)cc1
19: Cc1cc(C)c2nc(N3CCCC(C(=O)NCCN4CCOCC4)C3)sc2c1 (stereo unspecified)
20: CCC1Oc2ccc(C)cc2N(CC(=O)N(Cc2ccc(C)o2)C2CC(C)(C)NC(C)(C)C2)C1=O (stereo unspecified)
21: CC(=O)OCC1(C)CN(c2ccccc2)N(C(=O)c2ccc(F)cc2)C1=O (stereo unspecified)
22: CCCC1CC(=O)NC1(C(=O)OCC)C(=O)OCC (stereo unspecified)
23: CCOC(=O)c1cccc(NC(=O)CSc2nnc(COc3ccc(Cl)cc3)o2)c1
24: CCCc1cc(C(=O)N2CCCC(N3CCN(c4ccccc4F)CC3)C2)n(C)n1 (stereo unspecified)

assay / entry	17	18	19	20	21	22	23	24
GC-B act	7	0	2	-5	-3	-3	-3	5
mABHD4 FP	2	8	11	6	-7	-3	-2	-4
MBD2 inh	1	0	9	6	1	4	-3	1
rCAG binder	-2	0	-6	0	-4	1	2	-9
TCR CD3 inh	3	2	-3	4	5	3	-3	-8
PRMT1 FP inh	0	1	3	-1	-3	0	-3	-4
HTRA1 inhibitor	5	0	9	0	6	0	2	8
UHRF1 binding	0	-1	1	2	9	9	-1	-2
GC-A act	-2	1	-1	-15	-12	-1	-3	-1
SIAE inh	-1	-3	2	1	4	-3	0	-4

25: COc1ccc(SCc2noc(C(=O)NC(C)C)c2C(=O)O)cc1
26: O=C(O)c1cn(-c2ccccc2)nc1C(=O)O
27: O=C(c1nc2ccccn2c1CN1CCCC(O)C1)N1CCN(C2CCCCC2)CC1 (stereo unspecified)
28: O=c1c2ccccc2nc(SCc2nc3ccccc3s2)n1CCCO
29: Nc1nnc(CC(=O)N/N=C/c2ccc(-c3ccccc3)o2)s1
30: CCOc1ccc(Br)cc1S(=O)(=O)NCc1ccc(S(N)(=O)=O)cc1
31: Cc1ccc(CNC(=O)COc2ccc(C(=O)c3ccc(F)cc3)cc2)cc1
32: CCN(CCCNC(=O)CCNC(=O)Cn1cnc2ccccc2c1=O)c1cccc(C)c1

assay / entry	25	26	27	28	29	30	31	32
GC-B act	9	4	3	0	-4	0	-2	3
mABHD4 FP	1	3	1	-13	12	0	-3	-3
MBD2 inh	-1	-3	2	1	-7	-7	1	-5
rCAG binder	3	-3	-8	5	11	10	-4	-6
TCR CD3 inh	1	1	-1	-2	3	3	-3	8
PRMT1 FP inh	2	3	4	10	5	0	-1	-3
HTRA1 inhibitor	-4	5	0	-24	3	-10	3	5
UHRF1 binding	-2	-1	1	6	-6	-2	1	1
GC-A act	5	1	1	5	-4	-2	-2	-8
SIAE inh	4	4	-6	-6	6	-4	-6	2

Reprinted from the part before: 3 entries; new compounds follow.
30: CCOc1ccc(Br)cc1S(=O)(=O)NCc1ccc(S(N)(=O)=O)cc1
31: Cc1ccc(CNC(=O)COc2ccc(C(=O)c3ccc(F)cc3)cc2)cc1
32: CCN(CCCNC(=O)CCNC(=O)Cn1cnc2ccccc2c1=O)c1cccc(C)c1
33: O=C1N[C@@H](c2ccccc2)COC(=O)[C@@H](Cc2ccc(F)cc2)CC/C=C/C[C@@H]1CC(=O)N(CCO)Cc1ccccc1
34: COc1cc(OC)nc(NC(=O)COC(=O)c2cccc(Cl)c2)n1
35: CCC1CCCCN1C(=O)COC(=O)c1cc(C)nc2ccccc12 (stereo unspecified)
36: CCN(CC#CCC1(O)c2ccccc2-c2ccccc21)C(C)C
37: Cc1cc(C)n(CCNS(=O)(=O)c2ccc(C)c(C)c2)n1
38: Cc1ccc(-c2noc(CCC(=O)NCC3CCCO3)n2)cc1 (stereo unspecified)
39: O=C(CSc1nnc(-c2cccs2)n1CC1CCCO1)c1cc2ccccc2o1 (stereo unspecified)
40: C/C(=N/OC(=O)c1ccc(C(F)(F)F)cc1)c1oc(C)nc1C

assay / entry	30	31	32	33	34	35	36	37	38	39	40
GC-B act	0	-2	3	-4	-4	0	3	-1	-2	0	-3
mABHD4 FP	0	-3	-3	-19	7	-6	-10	0	0	-22	-4
MBD2 inh	-7	1	-5	-6	-7	-4	2	-3	-2	10	2
rCAG binder	10	-4	-6	4	1	-3	-1	-1	-2	13	-8
TCR CD3 inh	3	-3	8	-3	6	6	0	2	-3	1	-4
PRMT1 FP inh	0	-1	-3	-4	-8	-3	-5	-1	2	13	-1
HTRA1 inhibitor	-10	3	5	-27	-8	-8	0	0	-2	-31	1
UHRF1 binding	-2	1	1	2	2	-1	5	1	0	4	-2
GC-A act	-2	-2	-8	-4	-4	0	-2	-1	3	1	3
SIAE inh	-4	-6	2	-3	-5	-2	-2	2	-8	-4	4

41: OC(c1cccc(Cl)c1)c1ncc(-c2cccc3ccccc23)[nH]1 (stereo unspecified)
42: CC1(C)CC(C(=O)Nc2nccs2)CCO1 (stereo unspecified)
43: COc1cc2ccccc2cc1C(=O)NC1CCCCC1
44: COC(=O)[C@@]12CCCCN1[C@H](c1ccc(-c3cc(C(C)=O)cs3)cc1)[C@H]1C(=O)N(C)C(=O)[C@H]12
45: COc1cc(NC(=O)C(C)N2CCN(C(=O)C3CC3)CC2)cc(OC)c1 (stereo unspecified)
46: COCCN1CCN(C(=O)C2CCC(=O)N(CCCc3ccccc3)C2)CC1 (stereo unspecified)
47: CCCc1cc(=O)oc2cc(C)cc(OCC(=O)NCc3ccncc3)c12
48: CC(=O)c1sc2nc(C)cc(C)c2c1N

assay / entry	41	42	43	44	45	46	47	48
GC-B act	-6	1	3	8	2	-1	-17	5
mABHD4 FP	-3	-8	-4	12	-3	-2	0	2
MBD2 inh	-4	-1	-4	2	-2	-4	-1	-7
rCAG binder	4	7	1	1	-1	-4	-3	0
TCR CD3 inh	0	4	5	7	3	-2	-4	1
PRMT1 FP inh	0	2	2	-1	-4	-4	2	-1
HTRA1 inhibitor	.	0	1	-4	4	-1	-2	7
UHRF1 binding	1	4	-2	-2	0	1	-1	-12
GC-A act	-10	1	-3	3	1	0	-15	4
SIAE inh	-9	-1	1	15	-2	1	5	3

49: N#Cc1nc(-c2ccco2)oc1N1CCN(c2cccc(Cl)c2)CC1
50: CN(C)CCNc1ncnc2c1ncn2[C@H]1CN(Cc2ccc3c(c2)OCO3)C[C@@H](CO)O1
51: O=C(COc1ccc(S(=O)(=O)N2CCCC2)cc1)N1CCN(c2ccccc2F)CC1
52: COCCN(C(=O)CC1C(=O)NCCN1Cc1ccc(-c2ccccc2)cc1)C(C)C (stereo unspecified)
53: C#CCNC(=O)C[C@@H]1C[C@@]2(C(=O)OCC)CCC=C2N(Cc2cccc3ccccc23)C1=O
54: COc1ccc2c(=O)c(C(=O)O)c(-c3ccc4c(c3)OCO4)n(C)c2c1
55: CN(C)c1ccc2c3c(ccc(N(C)C)c13)C(=O)OC2
56: O=C(NC1CCN(Cc2ccccc2)CC1)c1ccc(CS(=O)c2ccc(F)cc2)o1 (stereo unspecified)

assay / entry	49	50	51	52	53	54	55	56
GC-B act	-2	6	0	-8	5	6	-5	-8
mABHD4 FP	-8	34*	2	15	-7	14	2	6
MBD2 inh	3	-4	-3	4	4	-2	0	0
rCAG binder	4	3	-4	-4	3	-3	-2	-7
TCR CD3 inh	-7	4	6	24*	0	9	2	-4
PRMT1 FP inh	4	2	-1	4	2	-1	0	0
HTRA1 inhibitor	-18	.	-4	-5	.	5	.	7
UHRF1 binding	4	-1	-1	3	14	1	-4	4
GC-A act	-2	-1	1	2	-3	2	-1	2
SIAE inh	-6	-4	0	4	1	5	8	-2
